Bioassay records from PubChem BioAssay.
FBA Mtb inh = inhibits M. tuberculosis FBA enzyme | P9WQA3 | purified M. tuberculosis FBA, fluorescence read-out | inhibition, % at 1 µM | 360,000 tested, 2.3% active; in the data active means inhibition above about 27%;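 further: 0% = vehicle and 100% = reference inhibitor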
Target sequence (P9WQA3 whole entry, looked up): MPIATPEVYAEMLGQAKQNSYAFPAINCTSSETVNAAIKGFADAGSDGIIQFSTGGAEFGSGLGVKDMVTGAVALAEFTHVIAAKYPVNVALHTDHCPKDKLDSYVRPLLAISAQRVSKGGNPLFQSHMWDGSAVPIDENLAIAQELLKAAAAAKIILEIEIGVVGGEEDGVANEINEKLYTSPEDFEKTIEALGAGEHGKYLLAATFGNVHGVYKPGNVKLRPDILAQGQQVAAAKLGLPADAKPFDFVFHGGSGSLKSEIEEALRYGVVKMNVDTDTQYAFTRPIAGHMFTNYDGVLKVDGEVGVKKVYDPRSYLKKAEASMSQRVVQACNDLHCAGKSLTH
Rv3671c protease = Rv3671c (M. tuberculosis) protease inhibition. AID 2606. 320,000 tested, 0.048% active. inhibition, % at 5.96 µM. P9WHR9; in the data active means inhibition above about 38%;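 further: extracellular domain of Rv3671c used as enzyme; 0% = enzyme with DMSO and 100% = no enzyme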
MazEF act = activators of E. coli MazEF toxin-antitoxin RNase; 350,000 tested, 0.32% active; AID 504720; FAM/BHQ RNA-DNA oligo cleavage fluorescence, 5 h; activation, % at 20 µM; P0AE70; in the data active means activation above about 50%
Target sequence (P0AE70 whole entry, looked up): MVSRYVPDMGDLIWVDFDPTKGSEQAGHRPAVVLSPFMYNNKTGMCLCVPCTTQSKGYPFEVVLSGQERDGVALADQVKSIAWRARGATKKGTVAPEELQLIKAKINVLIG
GDH-TPI counter = inhibits GDH-TPI coupling enzymes, artifact for Mtb FBA screen | GDH-TPI coupled enzyme counterscreen, NADH absorbance | inhibition, % at 4.8 µM | 360,000 tested, 1.2% active; in the data active means inhibition above about 30%;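 further: 0% = DMSO wells and 100% = wells lacking the enzyme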
SSB-PriA inh = blocks PriA binding to SSB C-terminal tail. AlphaScreen SSBct-PriA binding, biotinylated peptide. inhibition, % at 33 µM. 430,000 tested, 0.6% active; in the data active means inhibition mostly above about 37%, no sharp cut-off; inactive means mostly below about 20%;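 further: plate controls were negative control peptide for no effect and reference peptide for full effect; strong numbers were not always called active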
VHR inh abs = DUSP3 (human) phosphatase inhibition. P51452. recombinant VHR phosphatase, pNPP absorbance. inhibition, % at 13.3 µM. 290,000 tested, 0.52% active; in the data active means inhibition above about 50%; further: some compounds called inactive have numbers as strong as hits
Target sequence (P51452 whole entry, looked up): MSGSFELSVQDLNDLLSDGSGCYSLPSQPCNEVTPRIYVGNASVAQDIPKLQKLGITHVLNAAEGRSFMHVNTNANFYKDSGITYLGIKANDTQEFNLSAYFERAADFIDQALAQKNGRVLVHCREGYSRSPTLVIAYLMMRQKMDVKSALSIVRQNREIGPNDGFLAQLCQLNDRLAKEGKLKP
Vc quorum ag = inducers of Vibrio cholerae quorum light production without autoinducers. activation, % at 18.7 µM. V. cholerae BH1578 lux reporter, luminescence, 6 h. 350,000 tested, 0.16% active; in the data active means activation mostly above about 9.7%, no sharp cut-off; further: not every result past the cut was called active; inactives centre near 0; reference of the scale not given here
UGM FP inh = inhibitors of M. tuberculosis UDP-galactopyranose mutase. P9WIQ1. purified UGM, fluorescence polarization probe displacement. inhibition, % at 10 µM. 320,000 tested, 0.06% active; in the data active means inhibition above about 10%, passing the limit was not always enough
Target sequence (P9WIQ1 whole entry, looked up): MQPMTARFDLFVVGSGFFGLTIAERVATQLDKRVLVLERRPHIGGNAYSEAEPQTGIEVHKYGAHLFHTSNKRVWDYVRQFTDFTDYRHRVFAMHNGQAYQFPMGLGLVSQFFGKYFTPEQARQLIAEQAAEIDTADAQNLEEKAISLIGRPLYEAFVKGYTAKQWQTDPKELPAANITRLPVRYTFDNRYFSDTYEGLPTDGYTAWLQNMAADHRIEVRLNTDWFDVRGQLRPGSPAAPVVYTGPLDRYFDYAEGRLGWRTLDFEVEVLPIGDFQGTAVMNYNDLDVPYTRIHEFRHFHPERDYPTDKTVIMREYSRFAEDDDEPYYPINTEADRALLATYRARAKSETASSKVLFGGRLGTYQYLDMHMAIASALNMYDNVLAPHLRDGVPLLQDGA
3CLpro inhibitor = SARS-CoV 3CLpro protease inhibition. AID 1706. recombinant SARS-CoV 3CLpro, quenched FRET peptide cleavage. inhibition, % at 6 µM. 290,000 tested, 0.14% active. P0C6X7; in the data active means inhibition above about 12%
BioA inh = BioA (M. tuberculosis) enzyme inhibition; purified M. tuberculosis BioA enzyme, plate reader; inhibition, % at 9.99 µM; 360,000 tested, 0.096% active; AID 602481; in the data active means inhibition above about 40%
Numbers without * were called inactive; i = inactive; . = no result given; + = active, no number; & = joins results of further samples. The list is partial, so the mix of outcomes need not match the whole.

SMILES | FBA Mtb inh | Rv3671c protease | MazEF act | GDH-TPI counter | SSB-PriA inh | VHR inh abs | Vc quorum ag | UGM FP inh | 3CLpro inhibitor | BioA inh
COCCNC(=S)Nc1ccc(S(=O)(=O)Nc2cnc3ccccc3n2)cc1 | 0 | -2 | 4 | 4 | -6 | 10 | -0.4 | -0.9 | -5 | .
COc1ccc(C(C)=O)cc1CSc1nnc2c(Cl)cc(Cl)cn12 | -2 | 0 | -1 | -5 | -16 | 13 | 3.8 | 1.1 | -1 | 15
CC1CCN(c2nc3ccc(C(=O)N4CCN(Cc5ccccc5)CC4)cc3s2)CC1 | -2 | 8 | 7 | -12 | 11 | 32 | -0.2 | . | -2 | -0.3
CS(=O)(=O)c1ccc2nc(NC(=O)c3cccc(Cl)c3)sc2c1 | -1 | -5 | -14 | 27 | 5 | . | -18 | 0.1 | -6 | -1.4
Brc1ccccc1OCCCOc1cccc2cccnc12 | 0 | -1 | -17 | 15 | -43 | 14 | -0.6 | -1.5 | 2 | 1.3
COc1ccc(/C=C/C(=O)OCCNC(=O)c2ccncc2)cc1OC | 8 | 0 | 9 | 13 | 4 | 5 | -1.7 | 0.1 | 1 | .
C=CCc1ccccc1OCC(O)Cn1ccnc1C (centres undefined) | -4 | -4 | 7 | -1 | 12 | 26 | i | -1.7 | -1 | 1.0
CSc1oc(-c2ccco2)nc1S(=O)(=O)c1ccc(Br)cc1 | 0 | -1 | -4 | 6 | -12 | -2 | -0.2 | 1.7 | 0 | -0.7
CC1(C)Cc2ccccc2-c2nnc(SCC(=O)N3CCN(c4ccccc4)CC3)n21 | 3 | -7 | -16 | 5 | 19 | 40 | 0.2 | -5.3 | 1 | 0.4
O=C(Nc1ccc(S(=O)(=O)Nc2nccs2)cc1)c1nn(-c2ccc(F)cc2)ccc1=O | -5 | 0 | 0 | 27 | 3 | 15 | -0.7 | -0.7 | 2 | .
O=C(CSc1ccc(F)cc1)Nc1nnc(-c2ccco2)o1 | 4 | -8 | -4 | 4 | -7 | . | i | 2.0 | . | -0.7
O=C(CCC1COc2ccccc2O1)N1CCCC1 (centres undefined) | 3 | 0 | -2 | 8 | -15 | 3 | -0.5 | -3.8 | 2 | 0.2
Cc1ccc(C)c(NC(=O)c2cc[n+](C)cc2)c1 | 0 | -7 | 2 | 9 | -2 | 12 | i | 2.9 | -2 | -0.5
COc1ccccc1N(CC(=O)NCCC1=CCCCC1)S(=O)(=O)c1ccccc1 | -1 | 6 | -5 | 0 | -3 | 17 | -0.5 | -2.0 | 2 | .
Cc1cc(Cl)n2nc(C)c(-c3ccc(Cl)cc3)c2n1 | -1 | 4 | 4 | 3 | -11&13 | 12 | 1.3 | 0.6 | 0 | 1.2
CCCC(C)n1[nH]c(=O)c2c1NC(=O)CSC2c1ccccc1 (centres undefined) | 1 | 0 | 12 | -1 | -9 | 17 | -0.3 | 1.1 | -4 | 0.9
O=C(N/N=C/C=C/c1ccco1)c1cccc([N+](=O)[O-])c1 | 25 | -2 | 3 | 15 | . | 15 | -3.8 | 6.3 | 2 | -1.7
COc1cc(/C=N/NC(=O)C(=O)NCc2ccco2)cc(Cl)c1O | -2 | 0 | 10 | 36* | . | 14 | -4.2 | 0.2 | 0 | -1.1
O=C(/C=C\c1ccccc1)NCC(=O)N/N=C/c1ccc(O)cc1O | 5 | 5 | 5 | 30 | . | -36 | i | -0.4 | 2 | 0.6
OC(c1ccc2c(c1)OCO2)c1nccc2ccccc12 (centres undefined) | 2 | -15 | -10 | 13 | -17 | 19 | -5.0 | -0.3 | 6 | -2.2

Only MazEF act and SSB-PriA inh, for 3 of the compounds above:
Molecule	MazEF act	SSB-PriA inh
Cc1cc(Cl)n2nc(C)c(-c3ccc(Cl)cc3)c2n1	4	-11&13
CCCC(C)n1[nH]c(=O)c2c1NC(=O)CSC2c1ccccc1 (centres undefined)	12	-9
O=C(N/N=C/C=C/c1ccco1)c1cccc([N+](=O)[O-])c1	3	.

Continued:
SMILES | FBA Mtb inh | Rv3671c protease | MazEF act | GDH-TPI counter | SSB-PriA inh | VHR inh abs | Vc quorum ag | UGM FP inh | 3CLpro inhibitor | BioA inh
CCc1ccc(N2C(=O)C3ON(c4ccccc4)C(c4ccco4)C3C2=O)cc1 (centres undefined) | -3 | -1 | -1 | -3 | -11 | 24 | 0.4 | -1.7 | 11 | 0.2
Cc1ccc(COn2c(-c3ccc(Cl)cc3Cl)nc3ncccc32)cc1 | 3 | 4 | -7 | 15 | -1 | -15 | -12 | 1.3 | 5 | 2.8
C=CCOC(=O)c1sc(NC(=O)c2ccco2)nc1C | 0 | -6 | -13 | 16 | -13 | 15 | -6.2 | 1.0 | -1 | 0.0
Cc1nc2c(C(=O)N3CCN(C)CC3)cnn2c(C)c1Cc1ccc(Cl)cc1 | 24 | -7 | 2 | 20 | 3 | 20 | i | 4.1 | 1 | .
CCSc1nc(-c2ccccc2)nc(C(Cl)Cl)n1 | -1 | 1 | -4 | -2 | -22 | 8 | i | -1.7 | 9 | -0.3
Cc1cccc(OCCCC(=O)Nc2ccc(Cl)c(S(=O)(=O)N3CCOCC3)c2)c1 | -2 | -6 | 1 | 2 | -12 | . | i | -0.3 | . | -0.2
Cc1nnc(N/N=C/c2ccc([N+](=O)[O-])cc2)n1N | -26 | 4 | 7 | 13 | . | 16 | 0.6 | 4.3 | -2 | -1.7
COc1cc(OC)cc(C(=O)Nc2ccn(C)n2)c1 | 2 | 2 | 10 | 2 | 7 | . | i | -2.7 | . | 4.4
Cc1scc(C(=O)N/N=C/c2ccc([N+](=O)[O-])o2)c1C | 1 | -3 | . | 12 | . | 14 | -0.2 | -0.3 | 5 | -1.9
O=C(c1ccc(F)cc1)N1CCN(c2ccc([N+](=O)[O-])cc2-n2cccc2)CC1 | 2 | 5 | 9 | 12 | 5 | -12 | -1.6 | -2.1 | 4 | 9.1

Ordered by SMILES length (ascending): part of the list above.
SMILES | FBA Mtb inh | Rv3671c protease | MazEF act | GDH-TPI counter | SSB-PriA inh | VHR inh abs | Vc quorum ag | UGM FP inh | 3CLpro inhibitor | BioA inh
Cc1scc(C(=O)N/N=C/c2ccc([N+](=O)[O-])o2)c1C | 1 | -3 | . | 12 | . | 14 | -0.2 | -0.3 | 5 | -1.9
CCc1ccc(N2C(=O)C3ON(c4ccccc4)C(c4ccco4)C3C2=O)cc1 (centres undefined) | -3 | -1 | -1 | -3 | -11 | 24 | 0.4 | -1.7 | 11 | 0.2
Cc1cccc(OCCCC(=O)Nc2ccc(Cl)c(S(=O)(=O)N3CCOCC3)c2)c1 | -2 | -6 | 1 | 2 | -12 | . | i | -0.3 | . | -0.2

Remaining list, next part.
SMILES | FBA Mtb inh | Rv3671c protease | MazEF act | GDH-TPI counter | SSB-PriA inh | VHR inh abs | Vc quorum ag | UGM FP inh | 3CLpro inhibitor | BioA inh
Cc1cccc(NCc2nc(SCC(=O)Nc3ccccc3Br)n[nH]2)c1 | 1 | 2 | 1 | 1 | -15 | -20 | i | 2.5 | 1 | 0.2
O=C1C=C(c2ccoc2)N2CCC[C@H]2C1 | 1 | -6 | 13 | 39* | -1 | . | i | 0.1 | . | -1.6
CCN(CC)CCN1C(=O)C2C(C(=O)Nc3ccc(C(C)C)cc3)C3C=CC2(O3)C1C(=O)NC1CCCCC1 (centres undefined) | -1 | -3 | 14 | 0 | 11 | 26 | i | -1.9 | 3 | 1.8
N#CC1=C(N)Oc2c(oc(CO)cc2=O)C1c1cccs1 (centres undefined) | -3 | -3 | 5 | 16 | -8 | 2 | -0.3 | -1.6 | -8 | -6.9
COc1ccccc1NC(=O)c1ccc2nsnc2c1 | 0 | -1 | 4 | 1 | -14 | -14 | -0.2 | -2.1 | -3 | 1.0
CC1Sc2ccc(S(=O)(=O)CCC(=O)Nc3ccc(C(C)C)cc3)cc2NC1=O (centres undefined) | 3 | -11 | -4 | 7 | 14 | 39 | -2.5 | 0.3 | 1 | 7.3
O=C(CCC(=O)OCC(=O)c1ccccc1)NC1CCCCC1 | -3 | 0 | 6 | -6 | 4 | 14 | i | -1.2 | 1 | -0.5
Cc1cccc(C(=O)N2CCN(S(=O)(=O)N3CCCCCC3)CC2)c1 | 0 | 8 | 4 | 5 | -21 | 12 | 0.2 | 0.1 | -4 | -0.8
O=C(CN1CCN(S(=O)(=O)/C=C/c2ccccc2)CC1)NCC(F)(F)F | -2 | -4 | 4 | -2 | 11 | -7 | -0.4 | 1.5 | -4 | 5.4
COc1ccc(Br)cc1/C=N/NC(=O)CNC(=O)/C=C/c1ccccc1 | 0 | 4 | 13 | 21 | . | 34 | i | -0.3 | -4 | -1.8
COc1ccccc1Nc1nc(N)nc(CSC(=S)N2CCC(C)CC2)n1 | -3 | -31 | -2 | 3 | 8 | 12 | 0.9 | 1.4 | 4 | 0.1
Cc1ccc(-c2nc(-c3ccccc3)no2)c(Cl)c1 | 2 | -3 | -29 | 0 | 104* | 9 | -0.3 | -1.0 | -2 | 0.1
Cc1cc(=O)[nH]c(SCC(=O)N2CCN(S(=O)(=O)c3ccccc3)C2)n1 | 0 | -4 | -5 | 13 | -18 | 6 | -0.4 | -0.6 | 1 | .
O=[N+]([O-])c1ccc(Sc2cccc[n+]2[O-])c2nonc12 | -5 | . | 104* | 7 | . | 27 | -0.5 | . | 2 | .
O=C(O)c1ccc2cc(-c3ccccc3)[nH]c2c1 | + | -5 | 1 | 23 | -10 | . | i | 1.5 | . | -2.1
COc1ccc(/C=C2/C(=O)N(c3ccccc3)N=C2C)cc1Br | 5 | -246 | -2 | 11 | -2 | 13 | i | 1.6 | -2 | -1.4
O=C(COC(=O)c1ccccc1F)NNC(=O)c1ccccc1 | 0 | -2 | 4 | 3 | -17 | . | -0.2 | -2.2 | . | -0.8
COCCn1c(SCC(=O)Nc2cc(C)on2)nnc1-c1ccco1 | 1 | 6 | 3 | 1 | -5 | 0 | -0.7 | -1.0 | 1 | 1.7
Cc1cccc2cc(CN(Cc3ccco3)C(=O)c3cccs3)c(=O)[nH]c12 | 2 | -2 | 6 | -9 | -11 | -13 | 5.0 | 2.2 | 3 | 0.1
COc1ccc(S(=O)(=O)N2CCCC(C(=O)N3CCCC3)C2)cc1OC (centres undefined) | 3 | 5 | -2 | 3 | -12 | . | -0.7 | 0.4 | . | 0.9
COc1cccc(NC(=O)C2(C)CCN2Cc2ccc(-c3ccccc3)o2)c1 (centres undefined) | -2 | . | . | -2 | . | . | -0.7 | . | . | -1.2
CC(C)C1OC2c3cccc4cccc(c34)C2N1c1ccccc1 (centres undefined) | 2 | 3 | -2 | 2 | -12 | -9 | -0.2 | 0.8 | -3 | -0.3
COc1cccc(-c2nc(-c3ccccc3)c(-c3ccccc3)[nH]2)c1OCC(=O)O | 84* | . | 5 | 12 | 4 | -4 | -0.7 | 3.7 | 1 | 5.6
c1csc(C2Nc3ccccc3-c3nc4ccccc4n32)c1 (centres undefined) | 58* | -16 | 2 | 22 | -3 | 2 | i | -0.1 | 0 | .
NC(=O)c1ccc(C(F)(F)F)n(Cc2ccc(Cl)cc2)c1=O | 2 | -6 | 3 | 17 | -2 | 17 | -0.5 | -3.6 | 4 | -1.5
CN(C)c1ccc(/C=C(/C#N)C(=O)NCc2ccccc2)o1 | -29 | -7 | -542 | 2 | 2 | -8 | -0.4 | 0.8 | -1 | .
O=C(COc1nc2ccccc2nc1N1CCOCC1)N1CCc2ccccc21 | 0 | . | 13 | 16 | 6 | 27 | i | . | 0 | 1.1
Cc1ccc(S/C=C\C(=O)c2ccccc2)cc1 | -2 | -19 | -32 | 22 | 1 | 2 | i | -1.0 | 0 | .
O=C(NCCc1cccc(Cl)c1)c1cc2ccccc2oc1=O | 0 | -12 | 6 | 6 | -8 | -4 | i | -0.1 | -2 | -0.4
CCOC(=O)CNC(=O)c1cn(CC)c(=O)c2cc(OC)c(OC)cc12 | 4 | -6 | 4 | 6 | -9 | 16 | 1.8 | -4.8 | 2 | -2.2
CC(=O)N1CCN(S(=O)(=O)c2c(F)cc(F)c(Cl)c2F)CC1 | -1 | -1 | 3 | 10 | -15 | 32 | -0.2 | 0.4 | 3 | -0.2
